From PubChem BioAssay
A350 autofl = compounds fluorescent in Alexa 350 spectral region; AID 590; Compound autofluorescence, 340/450 nm, Alexa 350 dye-equivalents; hits give high values; 59,000 tested, 11% active; max dye-equivalent concentration, M; in the data active = max dye-equivalent concentration above about 10 nM; inconclusive = mostly about 1.1 nM to 9.6 nM
Rhodamine autofl = compound autofluorescence in rhodamine spectral region | max dye-equivalent concentration, M | Rhodamine-region fluorescence, 547/598 nm, Tris buffer; hits give high values | 59,000 tested, 0.05% active; in the data active = max dye-equivalent concentration above about 11 nM; inconclusive = between about 1.1 nM and that limit
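Read-out is relative fluorescence at 547 nm excitation and 598 nm emission, expressed as dye-equivalent concentration using rhodamine standards on every plate. Each compound was profiled across a concentration series after 15 min in 100 mM Tris, pH 8.0.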
BRCT PPI red = BRCT-phosphoprotein interaction inhibition (red fluorophore). P38398. Potency, µM (doses to about 76.9 µM), for inactives: at the highest dose activity change, negative = inhibition, hits mostly inhibitors. 75,000 tested, 0.03% active. BRCT-phosphopeptide binding, red fluorescence polarization; also: % is scaled to controls: 0 for no effect and ±100 for the full control effect
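Fluorescence polarization: 100 nM His-tagged BRCA1 BRCT with 100 nM TAMRA-labelled phospho-BACH1 decapeptide, phosphate buffer pH 7.3 with 150 mM NaCl, DTT, 0.01% Tween 20; 12 min RT. Binding inhibition seen as FP decrease.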
Caspase-1 inhib = blocks human caspase-1 allosterically or competitively | P29466 | 75,000 tested, 0.03% active | Potency, µM (highest dose often 57.5 µM), without a hit: at the highest dose activity change, negative = inhibition, hits mostly inhibitors | Caspase-1 enzyme, Ac-WEHD-AFC fluorogenic rate;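 also: potency is read from the fitted curve at half-maximal effect; plate controls were vehicle for no effect and no substrate for full effect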
USP2a inhib = USP2a (human) protease inhibition. O75604. 60,000 tested, 0.1% active. Potency, µM (top dose mostly 38.3 µM), for inactives: top-dose activity change, negative = inhibition, actives largely listed as inhibitors. USP2a enzymatic assay, qHTS inhibition. AID 927;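 also: potency is read from the fitted curve at half-maximal effect; nearly all actives have a fitted effect of over 60% in size; plate controls were DMSO for no effect and NEM full inhibition control for full effect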
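20 nM USP2 core + cpd, 30 min RT; add 20 nM Ub-PLA2/20 uM NBD C6-HPC; read Ex460/Em535 at 0 h and 2.5 h. Normalized to NEM; qHTS curve fit/classification.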
BRCT PPI green = BRCA1 BRCT-phosphoprotein interaction inhibition | 75,000 tested, 0.05% active | P38398 | BRCA1 BRCT-phosphopeptide binding, green fluorescence polarization | Potency, µM (top dose mostly 76.9 µM), inactives show at the highest dose activity change, negative = inhibition, hits mostly inhibitors;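 also: potency is read from the fitted curve at half-maximal effect; plate controls were peptide without protein for full effect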
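Compounds were incubated for 12 min at room temperature with a complex of 100 nM fluorescein-tagged pBACH1 decapeptide and 250 nM His-tagged BRCT protein. Buffer was phosphate pH 7.3 with EDTA, DTT and Tween 20. Disruption of binding lowers the polarization signal.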
Texas Red fluor = compound fluoresces in the Texas Red spectral region. Compound fluorescence, Texas Red channel, 547/618 nm; hits give high values. AID 587. 59,000 tested, 0.06% active. max dye-equivalent concentration, M; in the data active = max dye-equivalent concentration above about 10 nM; inconclusive = between about 1.1 nM and that limit
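Dye-equivalent concentrations come from scaling compound signal (ex 547, em 618 nm) to six Texas Red standard concentrations run on every plate, after 15 min room-temperature incubation in pH 8.0 Tris (100 mM).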
4-MU autofl = compound fluoresces in the 4-MU spectral region. compound autofluorescence, 340/450 nm, 4-MU equivalents; hits give high values. max dye-equivalent concentration, M. 59,000 tested, 11% active; in the data active = max dye-equivalent concentration above about 10 nM; inconclusive = mostly about 1.1 nM to 9.6 nM
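Intrinsic fluorescence at 340/450 nm (ex/em) was read after 15 min at room temperature in pH 8.0, 100 mM Tris. Each compound concentration expressed as 4-MU-equivalent concentration from a six-point 4-MU standard series on each plate.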
HEK293 cAMP ctrl = raises cAMP in parental HEK293 cells, TSHR agonist counter-screen; AID 938; parental HEK293 CNG cAMP sensor, membrane potential fluorescence; Potency, µM (top dose mostly 57.1 µM), for inactives: top-dose activation, usual class: activators; 73,000 tested, 2.5% active; also: potency is read from the fitted curve at half-maximal effect; % of control where 0% means no effect; nearly all actives have a fitted effect of over 55% in size
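Counterscreen for endogenous-receptor signalling: CNG-channel HEK 293 cells report cAMP rise by membrane depolarization. After 60 min dye equilibration with 100 uM RO 20-1724, compounds incubated 30 min before bottom-read fluorescence at 590 nm.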
Fluorescein autfl = compound fluoresces in the fluorescein spectral region. max fluorescein-equivalent concentration, M. 59,000 tested, 0.91% active. Compound autofluorescence, 480/540 nm, fluorescein-equivalent; hits give high values; in the data active = max fluorescein-equivalent concentration above about 10 nM; inconclusive = between about 1.1 nM and that limit
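Spectral profiling of library compounds in the fluorescein window (480 nm excitation, 540 nm emission) after 15 min at room temperature in pH 8.0 Tris (100 mM). Values are dye-equivalent concentrations.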
Caspase-7 inhib = allosteric or competitive inhibitors of human caspase-7. Potency, µM (highest dose often 57.5 µM), without a hit: top-dose activity change, negative = inhibition, most hits filed as inhibitors. 75,000 tested, 0.02% active. recombinant caspase-7, Ac-DEVD-AFC fluorescence rate. P55210; active = well fitted inhibition curve with a large enough effect in the main read-out, with a control signal flat, not every such curve was filed as active; inconclusive = small, poorly fitted or top-dose-only effect, or a change in a side signal; also: potency is read from the fitted curve at half-maximal effect; % of control where 0% means no effect
* hit, by the source's call; i = inactive; ? = inconclusive; · = not tested or not shown; [ ] = remark or other dose. Unless noted, calls follow the shape of the dose curve; as a rule, active = well fitted curve in the direction sought with a large enough effect; inconclusive = small, poorly fitted or top-dose-only effect, or another doubt; inactive = no such curve, though single readings can be large; an effect the other way counts as inactive or inconclusive. These rows are one share of the data, so the mix of outcomes need not match the whole.

SMILES	A350 autofl	Rhodamine autofl	BRCT PPI red	Caspase-1 inhib	USP2a inhib	BRCT PPI green	Texas Red fluor	4-MU autofl	HEK293 cAMP ctrl	Fluorescein autfl	Caspase-7 inhib
CCN(CC)CCN=Cc1c(O)n(C2CCCCCC2)c(=O)[nH]c1=O	i	i	-0.1%	-1%	6%	-0.5%	?	i	14%	?	-3%
NC(=O)CS(=O)C(c1ccccc1)c1ccccc1 (configuration not stated)	·	·	0.1%	-1%	3%	1.1%[3.08 µM]	·	·	·	·	-1%
OCC(Br)CBr (configuration not stated)	·	·	-0.9%	-2%	·	-0.1%	·	·	2%	·	0%
ClC(Cl)Br	·	·	0.5%	-3%	·	-0.5%	·	·	30%	·	-3%
Cc1ccc2cc3cc(C(=O)N4CCC5(CC4)OCCO5)oc3nc2c1	1.2e-08M*	i	0.8%	1%	4%	0.1%	i	1.3e-08M*	7%	i	0%
C[C@@]12CCC3C(CC[C@@H]4CC(O)CC[C@@]34C)C1CCC2O (some centres not stated)	·	·	-0.4%	1%	-13%	0.7%	·	·	·	·	0%
O=C(O)C(Cl)(Cl)Br	·	·	0.5%	-2%	·	0.2%	·	·	10%	·	-2%
C[C@]12CCC(=O)C[C@@H]1CC[C@@H]1[C@@H]2CC[C@]2(C)[C@@H](O)CC[C@@H]12	·	·	0.4%	-3%	·	0.0%	·	·	-30%	·	2%
CCN1C[C@@]2(COC)[C@H](O)C[C@H](OC)[C@@]34[C@@H]5C[C@@]6(O)[C@H](OC(=O)c7ccccc7)[C@H]5[C@@](OC(C)=O)([C@H]([C@@H](OC)[C@H]23)[C@H]14)[C@H](O)[C@@H]6OC	i	i	·	·	·	·	?	i	4%	i	·
CC(C)=CCC12CN3CCN(CC(C3)C1=O)C2	?	i	-0.4%	0%	-3%	-2.4%	i	?	3%	i	0%
CCCc1cc2c(n1Cc1cccc(Cl)c1)C(C)C1CN(C(=O)c3ccccc3)C(C)(C(=O)OC)C21 (configuration not stated)	·	·	-0.3%	-6%	·	1.5%	·	·	?	·	-11%
CCC(C)N1C(=O)NC(=O)C2(Cc3c(ccc4ccccc34)N(C)C2)C1=O (configuration not stated)	?	i	0.6%	0%	-4%	-0.5%	i	i	5%	?	-1%
COc1ccc(C2SCC(=O)Nc3c2c(=O)[nH]n3C2CCCCCC2)cc1 (configuration not stated)	i	i	·	·	·	·	i	i	·	?	·
CC(C)CN1CC[C@@]2(CCCN(C(=O)c3ccncc3)C2)C1	i	i	-0.2%	-3%	15%	-2.5%	i	i	2%	i	-3%
CCOC(=O)c1c(C)n(Cc2ccco2)c2ccc(O)cc12	i	i	0.7%	-2%	14%	1.1%	i	i	21%	?	-5%
CN1CCN(c2ccc(N)c(N3CCN(C)CC3)c2)CC1	i	i	0.9%	-7%	-3%	-1.3%	i	i	-2%	i	1%
CC(C)(OO)c1ccccc1	·	·	1.4%	-2%	·	-0.3%	·	·	44%	·	-1%
COC1=CC(=O)OC(CCc2ccccc2)C1 (configuration not stated)	·	·	-1.4%	1%	·	-2.2%	·	·	4%	·	0%
CC(=NCCN1CCCCC1)c1c(O)[nH]c(=O)[nH]c1=O	?	i	1.3%	-2%	3%	-1.1%	?	?	1%	?	-1%
CCC(=Nc1ccccc1NC(C)=O)c1c(O)n(C)c(=O)n(C)c1=O	?	i	-0.2%	-1%	2%	0.8%	i	?	6%	i	1%
Cn1nc(N)c2c1N=P(N1CCOCC1)(N1CCOCC1)N=C2c1ccccc1	?	i	0.5%	-1%	-3%	-0.5%	?	?	5%	?	-2%
Cc1ccc2c(c1)C1CN(C)CCC1N2S(=O)(=O)c1ccccc1 (configuration not stated)	i	i	-0.1%	-3%	-3%	-2.0%	i	i	9%	i	-1%
Cc1ccc(C(=O)Nc2nc3ccccc3n2CCN2CCCC2)cc1	·	·	2.1%	-2%	33%[activator]	0.7%	·	·	-72%[inhibitor]	·	1%
CCCN1C2CCCC1CC(NC(C)=O)C2 (configuration not stated)	?	i	0.1%	0%	2%	-0.7%	i	i	-10%	?	1%
COc1cccc(CN2CCCCC2c2cccnc2)c1 (configuration not stated)	·	·	0.1%	-1%	-2%	0.5%	·	·	14%	·	-2%

Overlap with the part before: 3 compounds; new compounds follow.
SMILES	A350 autofl	Rhodamine autofl	BRCT PPI red	Caspase-1 inhib	USP2a inhib	BRCT PPI green	Texas Red fluor	4-MU autofl	HEK293 cAMP ctrl	Fluorescein autfl	Caspase-7 inhib
Cc1ccc(C(=O)Nc2nc3ccccc3n2CCN2CCCC2)cc1	·	·	2.1%	-2%	33%[activator]	0.7%	·	·	-72%[inhibitor]	·	1%
CCCN1C2CCCC1CC(NC(C)=O)C2 (configuration not stated)	?	i	0.1%	0%	2%	-0.7%	i	i	-10%	?	1%
COc1cccc(CN2CCCCC2c2cccnc2)c1 (configuration not stated)	·	·	0.1%	-1%	-2%	0.5%	·	·	14%	·	-2%
CCS(=O)(=O)Nc1cccc(C(=C2CCCCC2)c2cnc[nH]2)c1	i	i	-5.0%	0%	11%	-3.7%	i	i	-2%	?	0%
CN[C@H](Cc1ccccc1)c1cccc(OC)c1O	i	i	-0.5%[15.4 µM]	-3%[11.5 µM]	·	0.7%[15.4 µM]	i	i	-1%[11.4 µM]	?	-1%[11.5 µM]
COc1cccc(-c2nc(CS(=O)CC(=O)N3CCC4(CC3)OCCO4)c(C)o2)c1 (configuration not stated)	i	i	0.3%	1%	-2%	-2.0%	i	i	5%	i	0%
CCCC(=O)Nc1ccc(N2CCN(CC)CC2)c(Cl)c1	i	i	-2.1%	2%	3%	-1.2%	i	i	6%	i	0%
CC(C)[C@@]1(NC(=O)[C@@H]2C[C@@H]3c4cccc5[nH]cc(c45)C[C@H]3N(C)C2)O[C@@]2(O)[C@@H]3CCCN3C(=O)[C@H](Cc3ccccc3)N2C1=O	i	i	·	·	·	·	i	i	·	?	·
CC(=O)NNc1ccccc1	·	·	2.4%	4%	·	0.7%	·	·	25%	·	0%
c1ccc(C[N+]23CN4CN(CN(C4)C2)C3)cc1	i	i	0.1%[15.4 µM]	-1%[11.5 µM]	·	-0.7%[15.4 µM]	i	i	5%[11.4 µM]	?	0%[11.5 µM]
CC1(C)C(=O)[C@@H]2OC2[C@@]2(C)C1CC(O)[C@]1(C)C2CC[C@@]2(C)C(c3ccoc3)OC(=O)C3OC312 (some centres not stated)	·	·	-1.6%	-3%	39%[activator]	-2.4%	·	·	·	·	2%
O=C(c1ccncc1)C12CN3CN(CN(C3)C1)C2	·	·	-1.6%	-2%	4%	-2.0%	·	·	10%	·	-1%
CCOc1ccccc1-n1c(O)c(C=NCc2ccc3c(c2)OCO3)c(=O)[nH]c1=O	?	i	-0.7%	-1%	1%	-1.1%	i	i	3%	i	-1%
C=CCOCC1CO1 (configuration not stated)	·	·	0.8%	0%	·	-2.2%	·	·	24%	·	-4%
CC(C)[C@@]1(NC(=O)[C@@H]2C[C@H]3c4cccc5[nH]cc(c45)C[C@@H]3N(C)C2)O[C@@]2(O)[C@H]3CCCN3C(=O)[C@@H](Cc3ccccc3)N2C1=O	i	i	·	·	·	·	i	i	-30%	i	·
CC(C)=CCCC1(C)C=Cc2c(O)c3c(c(CC=C(C)C)c2O1)OC12C(=CC4CC1C(C)(C)OC2(C/C=C(/C)C(=O)O)C4O)C3=O (configuration not stated)	·	·	-3.1%	-7%	11%	-3.3%	·	·	·	·	-14%
Cc1ccc2occ(CN3CC4CC(C3)c3cccc(=O)n3C4)c(=O)c2c1 (configuration not stated)	·	·	0.0%	-2%	-1%	1.0%	·	·	0%	·	-1%
C[C@@]12CCC(O)C[C@H]1CCC1C2CC[C@]2(C)C(=O)CCC12 (some centres not stated)	·	·	2.0%	-1%	-3%	1.1%	·	·	·	·	1%
CS(=O)(=O)N1CCC2(CCCN(Cc3ccncc3)C2)CC1	i	i	-2.4%	-4%	0%	-1.9%	i	i	19%	i	-3%
CCC(=NCc1cccnc1)c1c(O)n(C2CCCCC2)c(=O)[nH]c1=O	i	i	0.0%	2%	5%	0.6%	?	i	6%	i	0%
CCOP(=S)(OCC)SCOC(=O)NCC(=O)OC	·	·	-1.6%	-2%	5%	-1.3%	·	·	-5%	·	2%
O=C(Oc1ccccc1)N1CCC2(CC1)CCN(C(c1ccccc1)c1ccccc1)CC2	i	i	-2.7%	2%	66%[activator]	-2.1%	i	i	7%	i	-3%
CCCC1=C(C(=O)OCC)C2(C(=O)Nc3ccc(C)cc32)C(C#N)=C(N)O1 (configuration not stated)	i	i	0.1%	-1%	27%	-1.4%	i	i	0%	i	-4%

An excerpt from above, limited to BRCT PPI red.
| Molecule | BRCT PPI red |
| --- | --- |
| C[C@@]12CCC(O)C[C@H]1CCC1C2CC[C@]2(C)C(=O)CCC12 (some centres not stated) | 2.0% |
| CS(=O)(=O)N1CCC2(CCCN(Cc3ccncc3)C2)CC1 | -2.4% |
